ERAP1 HTS inh = inhibitors of human ERAP1 aminopeptidase; Q9NZ08; recombinant ERAP1, Leu-AMC fluorescence, 60 min; inhibition, % at 10.7 µM; hit rate 0.15% among 340,000;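 active = mean replicate inhibition of at least 30%, or all replicates individually reaching that 30% level; inactive = mean below 30% and not every replicate reaching it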;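 also: 0% = neutral control wells and 100% = L-leucinethiol positive control wells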
Target sequence (Q9NZ08 whole entry, looked up): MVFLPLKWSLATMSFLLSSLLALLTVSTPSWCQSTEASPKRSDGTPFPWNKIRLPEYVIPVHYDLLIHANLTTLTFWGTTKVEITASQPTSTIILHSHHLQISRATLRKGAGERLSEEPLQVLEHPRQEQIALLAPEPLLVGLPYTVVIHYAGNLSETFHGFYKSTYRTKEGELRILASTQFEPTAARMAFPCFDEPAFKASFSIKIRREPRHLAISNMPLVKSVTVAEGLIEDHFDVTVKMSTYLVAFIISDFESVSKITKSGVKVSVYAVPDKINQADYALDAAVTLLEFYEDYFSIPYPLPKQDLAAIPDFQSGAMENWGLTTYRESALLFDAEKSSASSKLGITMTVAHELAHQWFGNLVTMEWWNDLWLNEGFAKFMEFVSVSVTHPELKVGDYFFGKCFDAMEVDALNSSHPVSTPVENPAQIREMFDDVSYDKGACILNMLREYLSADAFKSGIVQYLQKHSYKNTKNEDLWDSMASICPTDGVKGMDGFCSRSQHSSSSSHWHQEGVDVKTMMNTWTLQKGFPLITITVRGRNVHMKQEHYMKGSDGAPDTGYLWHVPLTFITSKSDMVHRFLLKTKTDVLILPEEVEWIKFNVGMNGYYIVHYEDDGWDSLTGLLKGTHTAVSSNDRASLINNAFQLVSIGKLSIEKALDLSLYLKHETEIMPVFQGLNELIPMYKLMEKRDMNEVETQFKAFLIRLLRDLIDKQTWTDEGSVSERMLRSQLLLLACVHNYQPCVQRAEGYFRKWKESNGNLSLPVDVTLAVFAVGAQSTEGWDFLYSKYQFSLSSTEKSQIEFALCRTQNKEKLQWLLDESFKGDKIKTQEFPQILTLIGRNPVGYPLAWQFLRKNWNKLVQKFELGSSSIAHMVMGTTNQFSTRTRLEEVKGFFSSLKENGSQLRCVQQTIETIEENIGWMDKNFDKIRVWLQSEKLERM
PAX8 inh HTS = inhibitors of PAX8 transcriptional activity in RMG-I cells | RMG-I TPO-luciferase reporter, SteadyGlo, 24 h | AID 652154 | inhibition, % at 12.6 µM | hit rate 1.2% among 360,000;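 active = mean replicate inhibition at least 60% with every replicate also reaching 60%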;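 also: luciferase light reporting Pax8 driven TPO promoter activity; plate controls were median of neutral control wells for no effect and mitoxantrone controls for full effect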
PGC1a acetyl inh = lowers PGC1a acetylation signal in U2OS cells; AlphaScreen anti-acetyl-lysine; with virally co-expressed GCN5 acetyltransferase; inhibition, % at 15.6 µM; hit rate 0.17% among 350,000;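 active = every replicate shows inhibition of at least 40%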;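 also: 0% = neutral control wells and 100% = positive control wells; some results beyond the cut were filed as inactive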
S100A4 MyoIIA = inhibitors of human S100A4 binding to myosin IIA peptide; P26447; S100A4/TAMRA-MyoIIA peptide fluorescence polarization; inhibition, % at 10.7 µM; hit rate 0.14% among 360,000;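 active = mean inhibition of at least 70% across replicates, with every replicate also reaching that level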
Target sequence (P26447 whole entry, looked up): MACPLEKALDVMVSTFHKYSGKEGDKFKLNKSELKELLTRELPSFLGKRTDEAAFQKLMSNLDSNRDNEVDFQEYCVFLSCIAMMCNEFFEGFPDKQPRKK
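Material: S100A4 monomer protein | Medium: HEPES pH 7.2 with CaCl2, KCl, NaCl, DTT, Triton | Reagent: Labelled myosin peptide probe, 5 nM | Doses: One dose per compound | Times: 5 min incubation before reading | Benchmarks: Neutral control DMSO, positive control TFP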
FN deposition inh = fibronectin deposition inhibition | AID 743247 | AH1F fibroblasts, Alexa488-fibronectin deposition fluorescence, overnight | inhibition, % at 12.6 µM | hit rate 0.086% among 350,000;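 active = mean inhibition across replicates of 30% or more, regardless of how many single replicates reach that level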;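 also: positive control wells lacked labelled fibronectin entirely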
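Assay system: AH1F fibroblasts / Quantity: 10000 cells per well / Medium: DMEM plus 2% serum, read in PBS / Reagent: labelled fibronectin 24 nM / Dosing: single dose, pinned / Times: 1 h cell attachment, overnight exposure to compound and label / Signal: fluorescence, ex 485 nm, em 525 nm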
LGR2 inh = Drosophila LGR2 receptor signaling inhibition | inhibition, % at 9.99 µM | AID 720647 | HEK293 LGR2, CRE-luciferase, bursicon-stimulated, 4 h | hit rate 0.35% among 380,000;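 active = drop in luminescence signal, shown as inhibition above about 50% in the replicate tests, limit read from the data, passing the limit was not always enough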;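 also: agonist challenge used bursicon conditioned medium at about half maximal strength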
PglD DTNB = blocks C. jejuni PglD acetyltransferase activity. purified PglD enzyme, DTNB colorimetric CoA detection. inhibition, % at 12.5 µM. hit rate 0.098% among 360,000. AID 602405; in the data active = inhibition above about 16%, passing the limit was not always enough; also: strong numbers were not always called active
EWS-Fli block = EWS/Fli transcriptional activity inhibition; A673 NR0B1-luciferase reporter, viability-normalised; inhibition, % at 12.6 µM; hit rate 0.67% among 350,000; AID 651661;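 active = mean inhibition of at least 50% after viability correction, with every replicate also passing that limit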;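 also: firefly luciferase signal divided by Alamar Blue viability fluorescence both relative to DMSO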
Starred values were filed as active, the others as inactive; & = joins results of further samples.

What do the screens show for `C[C@H](CO)N1C[C@H](C)[C@H](CN(C)S(=O)(=O)c2ccc(F)cc2)Oc2c(NC(=O)NC3CCCCC3)cccc2C1=O`?
ERAP1 HTS inh: 0; PAX8 inh HTS: 62*; PGC1a acetyl inh: 4; S100A4 MyoIIA: -22; FN deposition inh: -7; PglD DTNB: -1; EWS-Fli block: 15

What do the screens show for `COCC(=O)Nc1ccc2c(c1)[C@@H]1C[C@@H](CC(=O)NC3CCCCC3)O[C@H](CO)[C@@H]1O2`?
ERAP1 HTS inh: -1; PAX8 inh HTS: -9; PGC1a acetyl inh: 0; S100A4 MyoIIA: 0; FN deposition inh: 4; LGR2 inh: 23; PglD DTNB: 1; EWS-Fli block: 4

How did C/C(=N\Nc1ccccc1C)c1cccnc1 do in these assays?
ERAP1 HTS inh: 4; PAX8 inh HTS: 24; PGC1a acetyl inh: 4; S100A4 MyoIIA: -3; FN deposition inh: 3; LGR2 inh: -3; PglD DTNB: -1; EWS-Fli block: 4

What do the screens show for `C[C@H](CO)N1C[C@H](C)[C@H](CN(C)S(=O)(=O)c2ccc(F)cc2)Oc2ccc(NC(=O)Cn3cnnn3)cc2CC1=O`?
ERAP1 HTS inh: -1; PAX8 inh HTS: 13; PGC1a acetyl inh: 3; S100A4 MyoIIA: -22; LGR2 inh: 3; PglD DTNB: -3; EWS-Fli block: -12

How did CN(C)C(=O)c1ccc(-c2ccc([C@@H]3[C@H](C#N)N(C(=O)C4CCCC4)[C@H]3CO)cc2)cc1 do in these assays?
ERAP1 HTS inh: 5; PAX8 inh HTS: 5; PGC1a acetyl inh: -4; S100A4 MyoIIA: 60; FN deposition inh: 2; LGR2 inh: 8; PglD DTNB: -3; EWS-Fli block: -13

Results for CCOc1cc(N2CCOCC2)c(OCC)cc1NC(=O)COC(=O)c1cc(C)cc(C)c1 ?
ERAP1 HTS inh: 6; PAX8 inh HTS: 9; S100A4 MyoIIA: 1; FN deposition inh: 1; LGR2 inh: 3; EWS-Fli block: 0

Results for Cc1oc(C(C)(C)C)cc1C(=O)N1CCN(c2ncccc2C(F)(F)F)CC1 ?
ERAP1 HTS inh: 1; PAX8 inh HTS: 4; PGC1a acetyl inh: -14; S100A4 MyoIIA: -1; FN deposition inh: 0; EWS-Fli block: 11

Results for C[C@@H]1CCCCO[C@@H](CN(C)CC2CC2)[C@H](C)CN([C@@H](C)CO)C(=O)c2cc(NC(=O)CCC(F)(F)F)ccc2O1 ?
ERAP1 HTS inh: 1; PAX8 inh HTS: 3; PGC1a acetyl inh: 0; S100A4 MyoIIA: -1; LGR2 inh: -17; PglD DTNB: 1

Results for Cc1ccc(S(=O)(=O)Nc2ccc3c(c2)CC(=O)N([C@H](C)CO)C[C@H](C)[C@@H](CN(C)C(=O)Nc2ccc(C(F)(F)F)cc2)O3)cc1 ?
ERAP1 HTS inh: -2; PAX8 inh HTS: 8; PGC1a acetyl inh: -7; S100A4 MyoIIA: 2; LGR2 inh: -1; PglD DTNB: 1; EWS-Fli block: 7

How did O=C(N/N=C/c1ccc(O)cc1)c1cc[n+](Cc2ccccc2)cc1 do in these assays?
PAX8 inh HTS: 6; PGC1a acetyl inh: 0; FN deposition inh: 4; LGR2 inh: 12; PglD DTNB: -4

What do the screens show for `COc1ccc(-n2c(Cc3cc(=O)[nH]c(=O)[nH]3)nnc2SCC(=O)Nc2ccccc2)cc1`?
PAX8 inh HTS: -23; PGC1a acetyl inh: -1; S100A4 MyoIIA: 2; FN deposition inh: 10; LGR2 inh: 4; PglD DTNB: -4; EWS-Fli block: 10

How did CCC(=O)NC[C@@H]1[C@H](c2ccc(C3=CCCC3)cc2)[C@@H](CO)N1C(=O)C1CC1 do in these assays?
PAX8 inh HTS: 11; PGC1a acetyl inh: 7; FN deposition inh: -2; LGR2 inh: 19; PglD DTNB: -1; EWS-Fli block: -1

Results for COc1ccc2c(c1)CCc1c(C(=O)NCc3ccco3)noc1-2 ?
ERAP1 HTS inh: 0; PGC1a acetyl inh: -7; S100A4 MyoIIA: -1; LGR2 inh: -49; EWS-Fli block: -93

Results for CCCCn1c(N)c(N(CCC(C)C)C(=O)c2cc(-c3ccco3)nc3ccccc23)c(=O)[nH]c1=O ?
ERAP1 HTS inh: 3; PAX8 inh HTS: 3; S100A4 MyoIIA: -4; FN deposition inh: -1; LGR2 inh: -5; PglD DTNB: -8

How did COc1ccc2nc(C)cc(SCC(=O)OC(C)C)c2c1 do in these assays?
ERAP1 HTS inh: 1; PAX8 inh HTS: -1; PGC1a acetyl inh: -11; S100A4 MyoIIA: 0; FN deposition inh: -4; LGR2 inh: -9; EWS-Fli block: 1

Results for Cc1cccc(NC(=O)COC(=O)c2ccccc2-c2nc3ccccc3s2)c1C ?
ERAP1 HTS inh: -2; PAX8 inh HTS: -4; S100A4 MyoIIA: -1; FN deposition inh: -2; LGR2 inh: 3; EWS-Fli block: -11

What do the screens show for `COCC(=O)N(C)C[C@H]1Oc2cc(-c3cncnc3)ccc2S(=O)(=O)N([C@H](C)CO)C[C@@H]1C`?
ERAP1 HTS inh: 3; PGC1a acetyl inh: 11; S100A4 MyoIIA: -24; FN deposition inh: -2; LGR2 inh: 10; PglD DTNB: 4; EWS-Fli block: -4

Results for COc1cccc(CNC(=O)[C@H]2CCCN2C(=O)[C@H]2CCCN2C(=O)N2CCOCC2)c1 ?
ERAP1 HTS inh: 4; PAX8 inh HTS: -8; S100A4 MyoIIA: -17; FN deposition inh: 10; LGR2 inh: 1; EWS-Fli block: -3

How did CC1CCCCN1C(=O)c1ccc(CS(=O)(=O)Cc2ccccc2)cc1 (stereo unspecified) do in these assays?
ERAP1 HTS inh: 0; PGC1a acetyl inh: 16; S100A4 MyoIIA: -8; FN deposition inh: 3; LGR2 inh: 1; PglD DTNB: -3; EWS-Fli block: 5

Results for CN(C)CCCNC(=O)/C(=C\C=C\c1ccccc1)NC(=O)c1ccc([N+](=O)[O-])cc1 ?
ERAP1 HTS inh: 1; PAX8 inh HTS: 12; PGC1a acetyl inh: -10; S100A4 MyoIIA: -2; FN deposition inh: -5; EWS-Fli block: 1

Results for CN(C)c1ccc(C(=O)OCC(=O)NCCC2=CCCCC2)cc1 ?
ERAP1 HTS inh: 2; PAX8 inh HTS: -2; S100A4 MyoIIA: 0; FN deposition inh: -3; LGR2 inh: -7; EWS-Fli block: 17

How did COC(=O)c1ccc2nc(-c3ccc(OC)c(OC)c3)c(Cc3cccc(F)c3)n2c1 do in these assays?
PAX8 inh HTS: 7; S100A4 MyoIIA: -4; FN deposition inh: -1; LGR2 inh: 13; EWS-Fli block: 18

How did C[C@@H]1CN([C@H](C)CO)C(=O)c2cc(NC(=O)Nc3ccc(F)cc3)ccc2O[C@H]1CN(C)C(=O)Nc1ccc(C(F)(F)F)cc1 do in these assays?
PGC1a acetyl inh: 2&3; LGR2 inh: -7; PglD DTNB: 5; EWS-Fli block: 10

Results for C[C@@H]1CCCCO[C@H](CN(C)C(=O)CCC(F)(F)F)[C@@H](C)CN([C@@H](C)CO)C(=O)c2cc(NC(=O)Cc3ccccc3)ccc2O1 ?
ERAP1 HTS inh: -3; PAX8 inh HTS: 22; PGC1a acetyl inh: 8; S100A4 MyoIIA: -10; LGR2 inh: 21; PglD DTNB: 3; EWS-Fli block: 6

What do the screens show for `C[C@H](CO)N1C[C@H](C)[C@@H](CN(C)C(=O)Nc2cccc3ccccc23)Oc2c(NC(=O)c3nc4ccccc4s3)cccc2C1=O`?
ERAP1 HTS inh: 2; PGC1a acetyl inh: 0; S100A4 MyoIIA: 14; FN deposition inh: -9; LGR2 inh: 14; PglD DTNB: 4; EWS-Fli block: 28

Results for Cc1ccccc1Oc1ccc(-c2nc(N)nc(N)n2)cc1 ?
PAX8 inh HTS: -7; PGC1a acetyl inh: 2; FN deposition inh: -11; PglD DTNB: -2

Results for C[C@H](CO)N1C[C@H](C)[C@H](CN(C)Cc2ccccc2F)Oc2ncc(/C=C/c3ccccc3)cc2C1=O ?
ERAP1 HTS inh: 2; PAX8 inh HTS: -12; PGC1a acetyl inh: -2; S100A4 MyoIIA: 15; LGR2 inh: 8; PglD DTNB: -2; EWS-Fli block: 4

Results for CC(=O)CSc1ccc(-c2nc3cc(C)c(C)cc3[nH]2)cn1 ?
ERAP1 HTS inh: -5; PAX8 inh HTS: 69*; S100A4 MyoIIA: -8; FN deposition inh: -1; LGR2 inh: 98*; EWS-Fli block: 69*

Results for COc1ccc(NC(=O)C2CCN(C(=O)[C@@H]3Cc4ccccc4CN3C(=O)OC(C)(C)C)CC2)cc1 ?
ERAP1 HTS inh: -1; PAX8 inh HTS: -25; PGC1a acetyl inh: 0; S100A4 MyoIIA: 1; FN deposition inh: 4; LGR2 inh: -5; PglD DTNB: 3; EWS-Fli block: -5

How did C[C@H](CO)N1C[C@H](C)[C@H](CN(C)C(=O)c2ccncc2)Oc2ncc(C#CC3CCCCC3)cc2C1=O do in these assays?
ERAP1 HTS inh: -1; PAX8 inh HTS: -12; PGC1a acetyl inh: 1; S100A4 MyoIIA: 7; FN deposition inh: 10; LGR2 inh: 3; PglD DTNB: -2; EWS-Fli block: -11

Results for CCCC#Cc1cnc2c(c1)C(=O)N([C@H](C)CO)C[C@H](C)[C@H](CN(C)C(=O)Cc1ccccc1)O2 ?
ERAP1 HTS inh: -3; PAX8 inh HTS: -3; PGC1a acetyl inh: -13; S100A4 MyoIIA: 8; LGR2 inh: -5; PglD DTNB: -1; EWS-Fli block: 4

Results for Cc1ccc(NC(=O)C2CCCN2C(=O)c2cccs2)cc1C (stereo unspecified) ?
ERAP1 HTS inh: 0; PAX8 inh HTS: -8; PGC1a acetyl inh: 5; S100A4 MyoIIA: 6; FN deposition inh: -8; LGR2 inh: -4; PglD DTNB: 2; EWS-Fli block: 3

What do the screens show for `COc1ccc(Cc2nnc(NC(=O)Cc3cccs3)s2)cc1OC`?
PAX8 inh HTS: 16; PGC1a acetyl inh: -6; FN deposition inh: 7; PglD DTNB: -3

What do the screens show for `O=C(c1ccccc1)N1CC(=O)N2[C@H](CO)[C@H](c3ccc(C4=CCCC4)cc3)[C@@H]2C1`?
PAX8 inh HTS: 0; PGC1a acetyl inh: -2; S100A4 MyoIIA: 9; LGR2 inh: 0; EWS-Fli block: 19

Part of the list above in order of molecular weight, descending.
Results for COc1ccc(NC(=O)C2CCN(C(=O)[C@@H]3Cc4ccccc4CN3C(=O)OC(C)(C)C)CC2)cc1 ?
ERAP1 HTS inh: -1; PAX8 inh HTS: -25; PGC1a acetyl inh: 0; S100A4 MyoIIA: 1; FN deposition inh: 4; LGR2 inh: -5; PglD DTNB: 3; EWS-Fli block: -5

Results for CCCC#Cc1cnc2c(c1)C(=O)N([C@H](C)CO)C[C@H](C)[C@H](CN(C)C(=O)Cc1ccccc1)O2 ?
ERAP1 HTS inh: -3; PAX8 inh HTS: -3; PGC1a acetyl inh: -13; S100A4 MyoIIA: 8; LGR2 inh: -5; PglD DTNB: -1; EWS-Fli block: 4

What do the screens show for `O=C(c1ccccc1)N1CC(=O)N2[C@H](CO)[C@H](c3ccc(C4=CCCC4)cc3)[C@@H]2C1`?
PAX8 inh HTS: 0; PGC1a acetyl inh: -2; S100A4 MyoIIA: 9; LGR2 inh: 0; EWS-Fli block: 19
